Screening results deposited in PubChem BioAssay by several laboratories.
PLAP activator – activates human placental alkaline phosphatase; P05187; purified PLAP enzyme, luminescent substrate read-out; stronger effect = higher value; activation fold at 20 µM; 1.2% of 96,000 active; in the data active means activation fold above about 2
E coli WT exp – growth inhibitors of E. coli BW25113 wild type; growth inhibition, % at 100 µM; OD600 absorbance; 0.15% of 98,000 active;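 active means growth inhibition above about 50% at one test dose, limit read from the data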;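 further: growth measured after 20 h incubation at 37 °C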
CD11b adhes enh – CD11b/CD18-fibrinogen binding enhancement; K562 CD11b/CD18 adhesion to fibrinogen, ATPlite luminescence; activation, % at 10 µM; 0.07% of 93,000 active; AID 1499;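 active means 10 µM primary screen giving 50% or more activity, confirmed by 40% or more on retest at that dose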; further: strong numbers were not always called active; reference of the scale not given here
Target sequence (P05107 whole entry, looked up, other chains not shown): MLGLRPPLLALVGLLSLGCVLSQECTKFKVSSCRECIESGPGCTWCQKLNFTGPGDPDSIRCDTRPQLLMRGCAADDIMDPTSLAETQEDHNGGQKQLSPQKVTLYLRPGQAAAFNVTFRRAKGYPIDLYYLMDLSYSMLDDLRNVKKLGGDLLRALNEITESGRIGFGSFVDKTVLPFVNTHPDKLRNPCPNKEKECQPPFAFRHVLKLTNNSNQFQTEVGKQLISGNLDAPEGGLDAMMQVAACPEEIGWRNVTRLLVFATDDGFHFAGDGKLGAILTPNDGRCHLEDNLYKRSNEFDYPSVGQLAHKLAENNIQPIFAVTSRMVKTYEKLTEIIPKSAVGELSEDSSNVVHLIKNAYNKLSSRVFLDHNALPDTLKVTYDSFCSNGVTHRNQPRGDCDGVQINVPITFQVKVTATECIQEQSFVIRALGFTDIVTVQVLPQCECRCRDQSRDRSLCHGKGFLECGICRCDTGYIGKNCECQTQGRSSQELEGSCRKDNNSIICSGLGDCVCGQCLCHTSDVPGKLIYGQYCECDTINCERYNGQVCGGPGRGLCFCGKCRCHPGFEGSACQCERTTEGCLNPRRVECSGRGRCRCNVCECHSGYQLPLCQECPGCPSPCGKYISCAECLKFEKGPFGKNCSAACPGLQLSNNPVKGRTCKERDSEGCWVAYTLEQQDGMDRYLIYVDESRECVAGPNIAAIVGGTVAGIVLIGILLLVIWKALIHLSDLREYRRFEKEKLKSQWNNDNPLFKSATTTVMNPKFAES
FAK inh – inhibitors of human focal adhesion kinase; inhibition, %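 (tested at 7 µM)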; Q05397; biochemical FAK kinase activity assay; AID 727; 0.84% of 97,000 active; in the data active means inhibition above about 19%;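 further: 0% = DMSO and 100% = reference compound high control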
ERa coact inh – ER-alpha (human) coactivator binding inhibition | P03372 | 1.7% of 86,000 active | TR-FRET ER-alpha LBD / SRC-1 peptide, estradiol-bound | inhibition, % at 25.6 µM; in the data active means inhibition above about 50%;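 further: 0% = receptor plus peptide control and 100% = peptide only without receptor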
ERa coact pot – enhances coactivator binding to human estrogen receptor alpha; P03372; TR-FRET ERalpha-LBD/SRC-Cy5 coactivator binding, 2 h; 100 = basal binding, no effect; coactivator binding (% of control), % at 25.6 µM; 1.3% of 86,000 active; AID 639; in the data active means activity above about 200%;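 further: binding measured in presence of low estradiol as agonist stimulus; 0% = peptide alone without receptor and 100% = receptor with peptide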
ERb coact inh – ER-beta (human) coactivator binding inhibition. Q92731. inhibition, % at 25.6 µM. AID 633. 1.3% of 86,000 active. TR-FRET ER-beta LBD / SRC1-Cy5 peptide binding; receptor agonist-loaded with 1 µM estradiol;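 active means compounds whose percent inhibition of the receptor-coactivator binding signal exceeds about 50% in the single-dose screen, limit read from the data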;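 further: 0% = receptor plus peptide wells without compound and 100% = peptide-only wells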
MT1-MMP txn act – activates MT1-MMP transcription; HT1080 MT1-MMP promoter luciferase reporter, luminescence, overnight; stronger effect = higher value; activation factor at 10 µM; 0.16% of 86,000 active;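 active means activation factor of at least 2 for MT1-MMP transcription at 10 µM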
Mac1 fbg inh – inhibitors of human CD11b/CD18 binding to fibrinogen; P05107+P11215; K562 CD11b/CD18 adhesion to fibrinogen, ATPlite luminescence; Mn2+ added to activate the integrin; inhibition, % at 10 µM; 0.54% of 93,000 active; AID 1497;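 active means primary inhibition of 50% or more at 10 µM, then 40% or more on retest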; further: some results filed as inactive read as strong as hits
Starred values were filed as active, the others as inactive; nt = no result given; [ ] = remark or other dose.

SMILES | PLAP activator | E coli WT exp | CD11b adhes enh | FAK inh | ERa coact inh | ERa coact pot | ERb coact inh | MT1-MMP txn act | Mac1 fbg inh
C=CCSC1=N/C(=C\c2ccc3c(c2)OCO3)C(=O)S1 | 0.9 | -16 | -4 | 12 | 6 | 83[fluorescence artefact?] | 1 | 1.1 | 2
O=C(Oc1ccc2c(-c3ccccc3)cc(=O)oc2c1)C1CCCCC1 | 1.2 | -11 | -6 | 1 | nt | nt | nt | nt | -4
CCc1nnc(NC(=O)COC(=O)CN2C(=O)c3ccccc3C2=O)s1 | 1 | -1 | nt | 0 | 6 | 98 | 2[fluorescence artefact?] | nt | nt
Cn1c(C(C(=O)NCC2CCCO2)N(C(=O)Cn2nnc3ccccc32)C2CCCCC2)nc2ccccc21 (stereo unspecified) | 1.6 | 10 | 4 | -6 | nt | nt | nt | nt | -5
CCOC(=O)N1CCN(c2c(N3CCOCC3)c(=O)c2=O)CC1 | 1 | 4 | -2 | -1 | -3[fluorescence artefact?] | 101[fluorescence artefact?] | 7[fluorescence artefact?] | 1 | -3
OCCCc1nc2n(n1)C(c1ccccc1)C=C(c1ccccc1)N2 (stereo unspecified) | 1 | -11 | 2 | 2 | 6 | 93[fluorescence artefact?] | 0 | 1.4 | -3
O=C(Nc1nc2ccccc2s1)C1CCCO1 (stereo unspecified) | 0.9 | 5 | 1 | 2 | 4 | 115 | 10[fluorescence artefact?] | 1.2 | -3
COc1ccc(-n2nc(C(=O)NCC(=O)NCc3ccco3)c3ccccc3c2=O)cc1Cl | 0.8 | -3 | -4 | 3 | 22 | 93 | 12 | 1.2 | 6
CCn1c(=NC(=O)c2ccc(S(=O)(=O)N3CCOCC3)cc2)sc2cccc(OC)c21 | 1.2 | -12 | nt | 4 | 30[fluorescence artefact?] | 261*[fluorescence artefact?] | 40[fluorescence artefact?] | 0.9 | nt
O=C(Nc1nccs1)c1ccc(S(=O)(=O)NCC2CCCCC2)cc1 | 0.9 | 0 | 0 | 11 | 2 | 126[fluorescence artefact?] | -2[fluorescence artefact?] | 1.1 | -10
CCOC(=O)c1ccc(NC(=O)C(CC)CC)cc1 | 1 | 5 | -3 | 0 | 2 | 146 | -7 | 1.5 | -9
CCN(CC)C(=O)Sc1cccc2cccnc12 | 1.1 | -4 | -3 | 1 | 3 | 116 | 4[fluorescence artefact?] | 1 | -37
CCCCOc1ccc(C(=O)N2CC(C)OC(C)C2)cc1 (stereo unspecified) | 1 | -3 | -1 | 0 | 15 | 107 | 1 | 1.1 | -6
CCOc1ccc(Br)cc1C1C(C(=O)OC)=C(N)Oc2cc(N(C)C)ccc21 (stereo unspecified) | 1.4 | -15 | -4 | 2 | -1 | 113 | 3 | 1 | 9
COc1cccc(CNC(=O)c2ccc(NC(=O)C3CCCO3)cc2)c1 (stereo unspecified) | 0.9 | 5 | -2 | nt | 2[fluorescence artefact?] | 106 | 1[fluorescence artefact?] | 1 | 15
COCCn1cc(C(=O)c2ccccc2OCC(=O)Nc2cc(C)on2)cc(C#N)c1=O | 1 | 3 | 2 | 0 | -12[fluorescence artefact?] | 113 | -3 | 1 | 0
COC(=O)c1cn(CCOc2ccc(C)cc2)c2ccccc12 | 1 | 1 | 2 | 2 | 5 | 98 | 4[fluorescence artefact?] | 1.1 | 9
Cc1cc2c(cc1C)-c1nnc(-c3ccc4ccccc4n3)n1C(C)(C)C2 | 1 | -2 | nt | -4 | -4 | 108 | -1 | 1.1 | nt
CC(SCc1ccccc1)C(=O)N/N=C/c1cc2c(cc1Br)OCO2 (stereo unspecified) | 0.9 | -27 | -4 | 0 | nt | nt | nt | nt | -9
CN(C)CCCN1C(=O)c2oc3ccc(F)cc3c(=O)c2C1c1cccnc1 (stereo unspecified) | 1.5 | -11 | -2 | nt | -6 | 107 | 5 | 1.2 | 6
COc1ccc(CNS(=O)(=O)c2ccc(C3CNC(=O)C3)cc2)cc1 (stereo unspecified) | 0.8 | -5 | -3 | -1 | -8 | 99 | 14 | 1.1 | -6
Cc1noc(C)c1C(=O)Nc1ccc(F)cc1F | 0.9 | 7 | -5 | -1 | 0 | 113[fluorescence artefact?] | 0 | 1.2 | -12
Cn1c(CNC2CCCCC2)c(C#N)c2ccccc21 | 0.9 | 6 | nt | -7 | -7 | 101 | -6 | 1.3 | nt
C=CCn1c(SCc2c(C)noc2C)nc2ccccc2c1=O | 1.6 | -8 | -6 | -2 | 4 | 95 | -11 | 0.4 | 11
O=S1(=O)CC(N2CCOCC2)c2ccccc21 (stereo unspecified) | 1.1 | -6 | -6 | 9 | -2 | 99 | -3 | 1.1 | -11

Quoted at random: two compounds from above, in no set order.
SMILES | PLAP activator | E coli WT exp | CD11b adhes enh | FAK inh | ERa coact inh | ERa coact pot | ERb coact inh | MT1-MMP txn act | Mac1 fbg inh
C=CCSC1=N/C(=C\c2ccc3c(c2)OCO3)C(=O)S1 | 0.9 | -16 | -4 | 12 | 6 | 83[fluorescence artefact?] | 1 | 1.1 | 2
O=C(Nc1nccs1)c1ccc(S(=O)(=O)NCC2CCCCC2)cc1 | 0.9 | 0 | 0 | 11 | 2 | 126[fluorescence artefact?] | -2[fluorescence artefact?] | 1.1 | -10

Additional results
SMILES | PLAP activator | E coli WT exp | CD11b adhes enh | FAK inh | ERa coact inh | ERa coact pot | ERb coact inh | MT1-MMP txn act | Mac1 fbg inh
O=C(CN1C(=O)C2CC=CCC2C1=O)Nc1nnc(SCc2c(Cl)cccc2Cl)s1 (stereo unspecified) | 1.5 | -24 | 9 | -2 | nt | nt | nt | nt | -2
O=C(Nc1ccc(N2CCN(C(=O)c3ccccc3)CC2)c(Cl)c1)c1ccc(Br)o1 | 1.2 | -5 | -4 | 12 | nt | nt | nt | 1 | 10
CCOC(=O)c1ccc2[nH]c3c(c2c1)CCCC3C(=O)OCC (stereo unspecified) | 1.1 | -2 | -3 | -2 | -2 | 106 | -2 | 1.2 | 3
O=C(NCc1ccccn1)c1ccc(CS(=O)(=O)Cc2ccc(Cl)cc2)o1 | 0.9 | 6 | -4 | -1 | -6 | 113 | -5 | 0.9 | -4
Cc1noc2ncnc(Sc3ccccc3Cl)c12 | 1.2 | 3 | -2 | 1 | 3 | 107 | -2 | 1.2 | 3
c1ccc(CCNc2ncnc3scc(C4COc5ccccc5O4)c23)cc1 (stereo unspecified) | 1.6 | -18 | -1 | 3 | -8 | 108 | -15 | 1 | 25
CC12CN(Cc3ccccc3)CC(C)(CN(Cc3ccccc3)C1)C2=NO | 0.7 | 5 | 4 | 0 | -4 | 102[fluorescence artefact?] | 1 | 1 | -15
COc1ccc(-n2c(-c3ccccc3)nnc2-c2ccc(Cl)cc2)cc1 | 1 | -8 | 2 | -5 | nt | nt | nt | nt | 7
Cc1csc(SCC(=O)NC(=O)NCc2ccccc2)n1 | 0.9 | 6 | -2 | 3 | 2 | 103 | 3 | 1.1 | -7
COc1ccc(N2CCN(CCNC(=O)CCN3C(=O)COc4ccccc43)CC2)cc1 | 1.6 | 1 | -2 | nt | -5 | 125[fluorescence artefact?] | -3 | 1.1 | 10
O=C(NC1CCCCCCC1)C1=COCCO1 | 0.8 | 2 | 3 | nt | 7[fluorescence artefact?] | 127 | -7 | 1.1 | -12
Cc1nc(C)c(C(=O)C2=C(O)C(=O)N(CCN(C)C)C2c2ccccc2)s1 (stereo unspecified) | 1.5 | -1 | 3 | 0 | 1[fluorescence artefact?] | 94 | -1[fluorescence artefact?] | 1.2 | 0
CC12CCC(C(=O)NC3CCCC3)(CC1=O)C2(C)C (stereo unspecified) | 1.4 | -2 | 6 | -2 | -1 | 96 | -7 | 1.1 | -26
Cc1cccc2c1nc(-c1ccccc1)n1nnnc21 | 1 | -17 | -2 | nt | 15 | 109[fluorescence artefact?] | 0[fluorescence artefact?] | 1.1 | -2
O=C(CCCCCN1C(=O)CCC1=O)NCc1ccccc1 | 0.9 | -2 | -4 | -1 | -7 | 112 | -4 | 1.2 | -22
CCN(CC)C(=O)Oc1ccc(Cl)c2ccccc12 | 0.9 | 7 | 2 | 3 | nt | nt | nt | 1.2 | 6
COC(=O)C(C#N)c1nc2ccccc2nc1N1CCN(Cc2ccc3c(c2)OCO3)CC1 (stereo unspecified) | 1.2 | nt | 3 | nt | -17 | 116 | -7[fluorescence artefact?] | 1 | -6
COC(=O)Nc1ccc(S(=O)(=O)N(C)CC(F)(F)C(F)F)cc1 | 1 | 2 | 7 | 0 | -17 | 107 | -24[fluorescence artefact?] | 0.9 | -7
COc1ccc(C(c2nnnn2Cc2ccc(F)cc2)N2CCN(c3ccccc3)CC2)cc1 (stereo unspecified) | 1.4 | -23 | -4 | 1 | -9 | 93 | 1[fluorescence artefact?] | 1.1 | 10
COc1ccc(Nc2nc(N)nc(C(F)(F)F)n2)c(OC)c1 | 1 | 0 | -5 | 3 | -1 | 118 | -4 | 1 | -2
COc1cc2cc(CN(CCCO)S(=O)(=O)c3ccccc3)c(=O)[nH]c2cc1OC | 1.1 | -7 | -6 | nt | 4 | 93 | -12 | 1.1 | -8
Cc1ccccc1C(=O)c1cccn1CC(=O)N1CCCCCC1 | 1 | -2 | -2 | 1 | 8 | 126[fluorescence artefact?] | 5 | 1.1 | 3
CC(C)N=C(NC#N)SCc1ccccc1F | 1.2 | 4 | 0 | -5 | -27 | 120 | -3[fluorescence artefact?] | 1.1 | -20
c1ccc(Cc2nc3ccccc3n2Cc2ccccc2)cc1 | 0.9 | 7 | 0 | 3 | nt | nt | nt | nt | 11
O=C(O)CN(c1ccccn1)S(=O)(=O)c1ccccc1 | 1.1 | 1 | -4 | -1 | 4 | 97 | 4 | 1.2 | 2
CCn1c(SCC(=O)Nc2cccc(C(C)=O)c2)nnc1C(C)C | 0.9 | -7 | -3 | 13 | 6 | 103 | 7 | 1.1 | -8
OCCN1CCN(Cc2cccc(Oc3ccc(Cl)cc3)c2)CC1 | 1.7 | 14 | 0 | -1 | 2[fluorescence artefact?] | 102 | -2 | 1.1 | -4
Cn1c(=O)cc(OCCCC(=O)NCc2ccc3c(c2)OCO3)c2ccccc21 | 1 | 1 | 0 | 2 | -5 | 108 | -7 | 1 | -6
O=C(Nc1cccc(F)c1)C1CCN(c2nnnn2-c2ccccc2)CC1 | 1.2 | 5 | -4 | 0 | -2 | 105 | 0 | 1.1 | 3
Cc1ccc(C)c(Cn2c(=O)n(CCCC(=O)NCc3ccco3)c(=O)c3ccccc32)c1 | nt | nt | nt | nt | 14[fluorescence artefact?] | 104[fluorescence artefact?] | 0[fluorescence artefact?] | 1.1 | nt

One compound at a time, from the list above. Screens in order: PLAP activator | E coli WT exp | CD11b adhes enh | FAK inh | ERa coact inh | ERa coact pot | ERb coact inh | MT1-MMP txn act | Mac1 fbg inh
COc1cc2cc(CN(CCCO)S(=O)(=O)c3ccccc3)c(=O)[nH]c2cc1OC is entered as 1.1 | -7 | -6 | nt | 4 | 93 | -12 | 1.1 | -8
CCN(CC)C(=O)Oc1ccc(Cl)c2ccccc12 is entered as 0.9 | 7 | 2 | 3 | nt | nt | nt | 1.2 | 6
Cc1cccc2c1nc(-c1ccccc1)n1nnnc21 is entered as 1 | -17 | -2 | nt | 15 | 109[fluorescence artefact?] | 0[fluorescence artefact?] | 1.1 | -2
CCOC(=O)c1ccc2[nH]c3c(c2c1)CCCC3C(=O)OCC (stereo unspecified) is entered as 1.1 | -2 | -3 | -2 | -2 | 106 | -2 | 1.2 | 3
Cc1csc(SCC(=O)NC(=O)NCc2ccccc2)n1 is entered as 0.9 | 6 | -2 | 3 | 2 | 103 | 3 | 1.1 | -7
